Screening results deposited in PubChem BioAssay by National Center for Advancing Translational Sciences (NCATS).
aSyn yeast inh: qHTS of alpha-syn Inhibitors; Yeast expressing alpha-synuclein, growth rescue, BacTiter-Glo, 24 h; Potency, µM (top dose mostly 46.1 µM), without a hit: top-dose growth rescue (activation), usual class: activators; actives 0.14% (n = 370,000); AID 652106, 2013; note: potency is the fitted concentration of half-maximal effect; % of control where 0% means no effect; nearly all actives have a fitted effect of over 65% in size
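Readout is rescue of growth in alpha-synuclein-expressing yeast, so inhibitors of toxicity appear as activators. Growth after 24 hr at 30 deg C in galactose medium is quantified by luminescence.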
FUS suppressor: qHTS for Suppressors of FUS Proteinopathy: Primary screen using FUS-linked yeast assay; S. cerevisiae FUS-expressing, growth rescue, OD600, 24 h; Potency, µM (top dose mostly 76.6 µM), for inactives: at the top dose growth rescue (activation), hits mostly activators; actives 0.24% (n = 390,000);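 note: potency is the fitted concentration of half-maximal effect; plate controls were DMSO vehicle for no effect and reference control for full effect; nearly all actives have a fitted effect of over 55% in size; some results filed as inactive show a strong effect at the top dose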
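FUS-expressing yeast, raffinose-pregrown, induced in 2% galactose minimal medium at OD 0.005; compounds in a dilution series, 24hr at 30C. Growth restoration read as absorbance at 600 nm. CP55940 positive control, DMSO negative.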
GLP-1R inv ag: qHTS of GLP-1 Receptor Inverse Agonists (Inhibition Mode); HEK293 GLP-1R CRE-luciferase, luminescence, 24 h; GLP-1R form is constitutively active; Potency, µM (series often up to 38.3 µM), inactives show top-dose activity change, negative = inhibition, actives largely listed as inhibitors; actives 1.6% (n = 410,000); AID 624417, 2012; note: potency is the fitted concentration of half-maximal effect; % is set by controls: 0 for no effect and ±100 for the full control effect; nearly all actives have a fitted effect of over 55% in size
Target sequence (P43220 whole entry, looked up): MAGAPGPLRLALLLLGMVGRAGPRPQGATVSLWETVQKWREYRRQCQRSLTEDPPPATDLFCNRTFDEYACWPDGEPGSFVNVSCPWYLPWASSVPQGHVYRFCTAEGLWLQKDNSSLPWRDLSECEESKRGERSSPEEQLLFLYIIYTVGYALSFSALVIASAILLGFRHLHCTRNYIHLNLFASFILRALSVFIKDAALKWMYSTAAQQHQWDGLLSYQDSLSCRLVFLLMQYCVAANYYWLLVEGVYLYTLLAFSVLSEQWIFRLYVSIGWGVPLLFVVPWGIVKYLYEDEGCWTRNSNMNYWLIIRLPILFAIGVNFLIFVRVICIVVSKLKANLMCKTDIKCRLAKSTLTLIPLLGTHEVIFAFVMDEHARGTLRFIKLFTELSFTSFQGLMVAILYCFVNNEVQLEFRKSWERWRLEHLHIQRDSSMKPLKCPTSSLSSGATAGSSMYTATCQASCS
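qHTS in 1536-well format: reporter HEK293 cells expressing constitutive GLP-1R activity in DMEM + 10% Nu serum, 24 hr with compounds at 37 deg C, luminescence read after 12 min with detection reagent.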
Abeta rescue: qHTS for compounds that reverse cellular toxicity of Amyloid beta (A-beta) peptide in yeast: Primary Screen. yeast expressing A-beta42, growth rescue, OD600, 48 h; response scale: 0% DMSO, 100% iron-clioquinol control. Potency, µM (highest dose often 46.1 µM), for the others: top-dose growth rescue, usual class: activators. actives 0.063% (n = 410,000). AID 1347071, 2019; note: potency is the fitted concentration of half-maximal effect; nearly all actives have a fitted effect of over 55% in size
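Growth rescue measured by 600 nm absorbance after 48 h yeast culture at 30 C with compound. Values normalized between DMSO and an equimolar ferric chloride plus clioquinol control.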
MmCpn inh: Inhibitors of TCP-1 ring complex (TRiC) of Methanococcus maripaludis (MmCpn): qHTS; Potency, µM (titrated, usually from 76.9 µM), for the others: at the top dose activity, negative = inhibition, hits mostly inhibitors; purified Mm-Cpn ATPase, ADP Transcreener TR-FRET; Chaperonin Mm-Cpn (Methanococcus maripaludis); actives 0.031% (n = 330,000); note: potency is the fitted concentration of half-maximal effect; % is set by controls: 0 for no effect and ±100 for the full control effect; nearly all actives have a fitted effect of over 80% in size
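ATP (10 uM final) was added to archaeal chaperonin (25 nM final) after 10 min exposure to test compound at 37°C; after 30 min further incubation, ADP was detected by competitive TR-FRET.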
GLP1R cytotox: qHTS of GLP-1 Receptor Inverse Agonists: Cytotox Screen | HEK293 cAMP-luciferase reporter cells, luminescence, 24 h | Potency, µM (doses to about 38.3 µM), for the others: at the highest dose activity change, negative = inhibition, actives largely listed as inhibitors | actives 0.13% (n = 410,000);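 note: loss of luciferase light is scored as toxicity; potency is the fitted concentration of half-maximal effect; % is set by controls: 0 for no effect and ±100 for the full control effect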
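MLSMR compounds, 24 hr on cells at 37 deg C/5% CO2; luminescence after luciferase reagent (12 min RT). Inhibition counted as the undesired cytotoxic outcome.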
PTHR1 ag: qHTS for PTHR1 Agonists: Primary Screen. Potency, µM (highest dose often 115 µM), for the others: at the highest dose activation, usual class: activators. Parathyroid hormone/parathyroid hormone-related peptide receptor (Homo sapiens), Q03431. AID 743266, 2014. HEK293 GP2 PTHR1 cells, GloSensor cAMP luminescence, 1 h. actives 0.075% (n = 410,000); note: potency is the fitted concentration of half-maximal effect; nearly all actives have a fitted effect of over 55% in size; some results filed as inactive show a strong effect at the top dose; inactives centre near -15; many of its hits are not listed in these tables
Target sequence (Q03431 whole entry, looked up): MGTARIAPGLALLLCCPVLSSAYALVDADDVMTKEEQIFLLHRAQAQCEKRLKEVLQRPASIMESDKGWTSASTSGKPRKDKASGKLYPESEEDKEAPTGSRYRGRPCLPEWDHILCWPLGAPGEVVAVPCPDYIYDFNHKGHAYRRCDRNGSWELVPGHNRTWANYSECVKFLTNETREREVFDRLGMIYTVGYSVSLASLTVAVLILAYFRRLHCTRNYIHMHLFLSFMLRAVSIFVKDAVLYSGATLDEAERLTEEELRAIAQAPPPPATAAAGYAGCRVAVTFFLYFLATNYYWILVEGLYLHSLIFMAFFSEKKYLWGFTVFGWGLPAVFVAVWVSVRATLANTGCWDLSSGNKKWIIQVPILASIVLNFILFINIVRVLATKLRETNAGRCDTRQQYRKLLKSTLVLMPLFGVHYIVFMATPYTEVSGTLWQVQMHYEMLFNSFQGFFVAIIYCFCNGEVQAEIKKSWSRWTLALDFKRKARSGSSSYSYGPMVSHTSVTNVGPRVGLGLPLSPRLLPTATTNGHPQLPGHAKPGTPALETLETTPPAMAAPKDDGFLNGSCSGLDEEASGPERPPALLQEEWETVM
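HEK-293-derived GP2 cells expressing PTHR1 and a GloSensor cAMP reporter, 3,000/well, plated overnight, given luciferin plus IBMX (each 0.5 mM as added) for 1 h at 37 °C, then compound for 1 h at 37 °C. Luminescence was read after 15 min at room temperature.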
Akt phos inh: HTS Assay for Inhibitors of Akt Phophorylation: Primary Screen. AID 651550, 2012. Neuro2A IGF-stimulated pAkt S473 HTRF, 20 min; stronger effect = lower value. activity change, % for hits at 50 µM. actives 0.32% (n = 360,000); in the data active = activity change below about -80%; inconclusive = mostly about -51% to -80%; note: % is set by controls: 0 for no effect and ±100 for the full control effect
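Neuro2A cells in DMEM with 0.5% FBS, overnight at 37 deg C, given compound at single 50 µM final, then IGF (6 nM final) for 20 min at 37 deg C. Lysed; phospho-Akt Ser473 by HTRF after 24 h, 665/615 ratio.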
TDP-43 yeast inh: qHTS of TDP-43 Inhibitors; actives 1.8% (n = 410,000); TDP-43 expressing yeast growth rescue, BacTiter-Glo, 24 h; Potency, µM (series often up to 46.1 µM), inactives show top-dose growth rescue (activation), most hits filed as activators; note: potency is the fitted concentration of half-maximal effect; % of control where 0% means no effect; nearly all actives have a fitted effect of over 50% in size
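Yeast expressing TDP-43 (pregrown in raffinose, seeded at OD600=0.02 in galactose medium) exposed to compounds 24 hr at 30 deg C. Growth read by BacTiter-Glo luminescence; rescue of toxicity appears as increased signal.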
* hit, by the source's call; i = inactive; ? = inconclusive; . = no result given; [ ] = another dose, or the depositor's remark. Unless noted, calls come from the whole dose curve; as a rule, active = well fitted curve in the direction sought with a large enough effect; inconclusive = small, poorly fitted or top-dose-only effect, or another doubt; inactive = no such curve, though single readings can be large; an effect the other way counts as inactive or inconclusive. This is a subset. The share of hits here may be higher or lower than overall.

molecule,TDP-43 yeast inh,GLP1R cytotox,MmCpn inh,Akt phos inh,Abeta rescue,PTHR1 ag,FUS suppressor,GLP-1R inv ag,aSyn yeast inh
O=C(NCc1ccncc1)C1CCCN1S(=O)(=O)c1ccc(Cl)cc1 (stereo unspecified),0%,-16%,0%,i,2%,i,11%,-14%,0%
CC(=O)Nc1ccc(NC(=S)NC(=O)C2CC2)cc1,-18%,3%,-3%,i,3%,i,1%,5%,-8%
COc1ccc(C(=O)CCc2ccc(OC)c(OC)c2)cc1,23%,2%,.,i,18%,-17%,13%,3%,-1%
Fc1cccc(Cl)c1/C=N/Nc1ccccn1,?,-3%[0.307 µM],1%,i,-3%,-12%,10%,-15%[0.307 µM],-7%
CC(=O)c1ccc(OCC(=O)NC2CCCCCC2)cc1,11%,4%,-2%,i,-18%,-1%,.,13%,-15%
CCC(=O)NC(=S)Nc1ccc(NC(=O)c2ccco2)c(Cl)c1,0%,0%,-24%,i,4%,i,-7%,57%[activator],-4%
COC(=O)Nc1nc(-c2ccc(F)cc2)c(C)s1,?,1%[0.307 µM],1%,i,11%,i,30%,-12%[0.307 µM],0%
O=C(CSc1nc2ccccc2c(=O)n1-c1ccccc1)N1CCCc2ccccc21,-4%,-10%,-1%,i,-2%,-17%,1%,?,7%
Cc1cc(C(=O)CSc2nnc(C3CC3)n2C2CC2)c(C)n1C(C)C,16%,-4%,0%,i,?,-15%,-22%,22%,5%
Cc1csc(NC(=O)c2ccc(S(C)(=O)=O)cc2)n1,3%,14%,1%,i,-5%,-54%[inhibitor],2%,9%,-1%
CCOc1ccc(-c2cc(C(=O)OC)nc3c2c(=O)n(C)c(=O)n3C)cc1,-4%,4%,-3%,i,-10%,i,-6%,15%,-1%
CCCC(C(=O)NC1CCCC1)N(C(=O)Cn1nnc(-c2ccc(C)o2)n1)C1CCCC1 (stereo unspecified),-14%,-22%,2%,i,7%,i,33%,?,-12%

Sorted by molecular weight (rising): part of the list above
molecule,TDP-43 yeast inh,GLP1R cytotox,MmCpn inh,Akt phos inh,Abeta rescue,PTHR1 ag,FUS suppressor,GLP-1R inv ag,aSyn yeast inh
Fc1cccc(Cl)c1/C=N/Nc1ccccn1,?,-3%[0.307 µM],1%,i,-3%,-12%,10%,-15%[0.307 µM],-7%
Cc1csc(NC(=O)c2ccc(S(C)(=O)=O)cc2)n1,3%,14%,1%,i,-5%,-54%[inhibitor],2%,9%,-1%
CCCC(C(=O)NC1CCCC1)N(C(=O)Cn1nnc(-c2ccc(C)o2)n1)C1CCCC1 (stereo unspecified),-14%,-22%,2%,i,7%,i,33%,?,-12%

(next part)
molecule,TDP-43 yeast inh,GLP1R cytotox,MmCpn inh,Akt phos inh,Abeta rescue,PTHR1 ag,FUS suppressor,GLP-1R inv ag,aSyn yeast inh
COC(=O)c1nn(-c2cccc(Cl)c2)cc(OC)c1=O,4%,12%,1%,i,5%,-17%,-15%,12%,1%
COc1ccc(C2SCC(=O)N2c2ccc(F)cc2)cc1 (stereo unspecified),9%,5%,1%,i,4%,i,-17%,13%,3%
CCc1oc(C(=O)O)cc1CN(CC)CC,15%,20%,.,i,-9%,i,4%,0%,-11%
Cc1nn(-c2ccccc2)c(Cl)c1C1C(C#N)=C(N)Oc2c1c(C)nn2-c1ccccc1 (stereo unspecified),20%,-14%,0%,i,-5%,-13%,19%,6%,3%
COc1cc(C2CC(=O)Nc3c2c(C)nn3-c2nc(C)cc(C)n2)cc(OC)c1O (stereo unspecified),6%[9.22 µM],-7%,.,.,0%,i,-1%,10%,.
CN(C(=S)NC(=O)c1ccccc1)c1c(N)n(Cc2ccccc2)c(=O)[nH]c1=O,-2%,-10%,-4%,i,-8%,-21%,-5%,15%,4%
O=C(NCCC(=O)N1CCC2(CC1)NCCc1[nH]cnc12)c1ccc(Br)cc1,6%,-4%,-2%,i,8%,i,4%,-13%,10%
CC(=O)c1cccc(NC(=O)c2cc(-c3ccc(C)cc3)on2)c1,-17%,-3%,2%,i,-1%,i,-16%,7%,-3%
Cc1ccc(O)c(C2=Nc3ccccc3N=C(c3cccs3)C2)c1,-7%,46%[activator],-19%,i,17%,-4%,.,?,-17%
Cc1cccn2c(=O)c(/C=C(\C#N)C(N)=O)c(N3CCN(c4cccc(Cl)c4)CC3)nc12,25µM*,-2%,1%,i,-5%,i,?,15%,-4%
Cc1ccc(NC(=O)CSc2nnc(-c3cccnc3)n2-c2ccc(C)cc2)cc1,25%,-16%,1%,i,17%,-15%[57.5 µM],18%,?,0%
Cc1ccc(NC(=O)CCN2CCN(C/C=C/c3ccccc3)CC2)cc1,3%,?,1%,i,-7%,-60%[inhibitor][57.5 µM],12%,?,1%
CCOC(=O)c1c(NC(=O)CSc2cn(CCNC(=O)c3ccc(OC)cc3)c3ccccc23)sc2c1CCC2,20%,-8%,.,.,-2%,-28%,?,?,.
CCc1ccc(NC(=O)CC2C(=O)N(c3cccc(C)c3)C(=O)N2Cc2cccs2)cc1 (stereo unspecified),-4%,-9%,.,.,-2%,-23%,?,?,.
CCN1CCN(c2csc3ccc(Br)cc3c2=O)CC1,?,10%,.,.,-44%[inhibitor],-9%,5%,4%,.
c1nc(NCCN2CCOCC2)c2sc3nc(N4CCOCC4)c4c(c3c2n1)CCC4,-11%,-20%,-5%,i,-17%,i,.,43%[activator],-3%
CCCCc1nnc(NC(=O)c2ccccc2OCc2c(C)noc2C)s1,0%,-1%,0%,i,1%,-5%,19%,1%,0%
O=C1Nc2ccc(Br)cc2C1(O)Cc1ccccn1 (stereo unspecified),5%,1%,1%,i,-12%,-20%[57.5 µM],19%,8%,2%
Cn1c(=O)c2nc(SCC(=O)Nc3ccc(Cl)c(Cl)c3)n(C)c2n(C)c1=O,8%,3%,.,.,-55%[inhibitor],7%,7%,-3%,.
COc1ccc(C(=O)OCC(=O)N2CCc3ccccc32)cc1S(=O)(=O)N1CCOCC1,5%,-5%,-3%,i,4%,-44%[inhibitor],35%,15%,-3%
Cc1ccc(S(=O)(=O)N2CCOCC2)cc1C(=O)NCc1cccnc1,9%,?,-5%,i,7%,-1%[57.5 µM],-12%,-22%,-4%
C=CC[C@@H](CC(=O)N[C@@H](CO)Cc1ccccc1)C(=O)N[C@H](COC(=O)[C@H](CC=C)CC(=O)OC(C)(C)C)Cc1ccccc1,13%,-27%,2%,i,5%,-24%,4%,18%,-5%
O=C(CSc1nc(-c2ccccc2)cc(=O)[nH]1)Nc1ccc(Br)cc1,-15%,9%,-4%,i,-19%,-58%[inhibitor],23%,5%,-4%
CN(C)c1nc(N)c(C#N)c(C#N)c1C#N,0%,-7%,.,i,-5%,i,.,56%[activator],5%
OCC1(Cc2cccc(Cl)c2)CCCN(Cc2cnn(-c3ccccc3)c2)C1 (stereo unspecified),9%,-10%,-1%,i,12%,-18%,7%,?,10%
CCN1C[C@@H]2[C@@H]3C(=O)N(C)C(=O)[C@@H]3[C@](Cc3ccccc3)(C(=O)OC)N2C1=NC1CCCCC1,-10%,-6%,-2%,i,-5%,-5%,-17%,19%,-2%
C/C(=N/NC(=O)c1ccc(Br)o1)C(C)C,23%,11%,1%,i,4%,-20%,.,18%,2%
CCCc1nc2oc3c(OC)ncnc3c2c2c1COC(C)(C)C2,-16%,8%,0%,i,-9%,i,-2%,0%,9%
CCCCNCC(=O)Nc1sc(C)c(C)c1C(=O)OCC,-1%,-16%,0%,i,12%,-17%[57.5 µM],1%,-4%,0%
CCCOc1ccc(-c2nnn(CC(=O)c3c[nH]c4ccccc34)n2)cc1,2%,-9%,-8%,i,-23%,-16%[57.5 µM],21%,-19%,1%
C=CCN(Cc1ccco1)S(=O)(=O)c1ccc(Cl)cc1,-3%,0%,-1%,i,-2%,i,27%,0%,7%
O=C(c1ccc(CSc2nc3ccncc3n2Cc2cccc(F)c2)cc1)N1CCCCC1,-4%,0%,.,.,-6%,-32%[inhibitor],14%,?,.
Cc1cnn(Cc2cccnc2)c1N,-15%,-6%,-2%,i,-4%,-15%,16%,24%,-1%
COc1cc(O)c(CCC(=O)c2ccc(OC)c(OC)c2)c(OC)c1,?,-21%,0%,i,-12%,-20%,15%,15%,7%
Cc1ccc(Nc2nc(=O)[nH]nc2C)cc1,-12%,5%,-1%,i,-15%,i,6%,-10%,-3%
CC(C)c1ccc(-c2noc(SCC(=O)N3CCN(c4ccc(F)cc4)CC3)n2)cc1,-2%,0%,.,.,-10%,-9%,-6%,0%,.
Cc1ccc(CNCC(O)c2ccccc2)s1 (stereo unspecified),6%,8%,1%,i,13%,-41%[inhibitor],-15%,50%[activator],-5%
CC(=O)NNc1cc(C)nc(NS(=O)(=O)c2ccc(C)cc2)n1,-5%,1%,1%,i,1%,i,9%,23%,-4%
